Runt-CBFb FRET: Runt domain-CBFb interaction inhibition; Q01196+Q13951; Cerulean-Runt/Venus-CBFb FRET ratio 530/480, 1 h; inhibition, % at 20 µM; 220,000 tested, 0.46% active; AID 1496;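 active = inhibition over about 50% at 20 µM in the single-dose screen, limit read from the data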;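 note: 0% = DMSO wells and 100% = excess unlabeled CBFb competitor control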
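Reagent – Venus-CBFb binding partner, 100 nM · Assay system – Cerulean-tagged RUNX1 Runt domain (FRET donor) fusion protein · Input – 100 nM per protein · Incubation – two 1 h room-temperature incubations shielded from light · Measured by – FRET fluorescence · Medium – Tris buffer pH 7.5 with salts and BSA · Benchmarks – unlabeled CBFb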
zVAD death inh: blocks zVAD induced death of L929 cells; L929 zVAD necroptosis rescue, ATP luminescence, 24 h; with zVAD 60 µM; viability rescue, % at 10 µM; AID 1377; 220,000 tested, 0.38% active;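 active = activation, scaled between plate controls, above about 75%, limit read from the data; inactive = activation under that limit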;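 note: 0% = zVAD with DMSO and 100% = DMSO alone without zVAD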
PGE2 EP2 inh: blocks the human prostaglandin E2 receptor EP2; P43116; C6 glioma cells expressing human EP2, cAMP TR-FRET; cells stimulated with saturating PGE2; inhibition, % at 25 µM; 260,000 tested, 0.52% active; AID 1422;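 active = percent inhibition above 40 after rounding to a whole number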;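 note: rat C6 glioma host cells with rolipram phosphodiesterase inhibitor present; the protocol text gives 20 µM as final concentration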
Target sequence (P43116 whole entry, looked up): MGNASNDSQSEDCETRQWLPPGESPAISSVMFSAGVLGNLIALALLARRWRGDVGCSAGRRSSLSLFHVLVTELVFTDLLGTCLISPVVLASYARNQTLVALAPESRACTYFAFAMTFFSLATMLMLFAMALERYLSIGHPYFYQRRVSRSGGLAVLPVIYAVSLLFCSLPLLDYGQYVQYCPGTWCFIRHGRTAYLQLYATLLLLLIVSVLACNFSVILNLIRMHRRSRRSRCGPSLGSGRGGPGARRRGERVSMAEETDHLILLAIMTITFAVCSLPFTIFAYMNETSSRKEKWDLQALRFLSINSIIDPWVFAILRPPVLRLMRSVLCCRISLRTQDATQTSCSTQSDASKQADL
EP2 modulator: modulators of human EP2 prostaglandin E2 receptor | P43116 | EP2-expressing cells, cAMP HTRF FRET, PGE2 co-stimulation | induction, % at 25 µM | 260,000 tested, 0.83% active;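 active = compounds whose cAMP rise, as percent of the full-agonist control response, exceeds 60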;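 note: rat C6 glioma line stably carrying human EP2 under a CMV promoter; the protocol text gives 20 µM as final concentration; 100% = response of wells given 1 µM PGE2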
Hck Nef HTS: human Hck-Nef kinase inhibition. P08631. Recombinant Hck-YEEI plus Nef, Z-Lyte FRET kinase assay. inhibition, % at 20 µM. 220,000 tested, 0.68% active. AID 463187;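 active = Hck-Nef kinase inhibition above about 50%, limit read from the data; inactive = inhibition below that limit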;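 note: 0% = DMSO with Hck plus Nef and 100% = Hck alone without Nef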
Target sequence (P08631 whole entry, looked up): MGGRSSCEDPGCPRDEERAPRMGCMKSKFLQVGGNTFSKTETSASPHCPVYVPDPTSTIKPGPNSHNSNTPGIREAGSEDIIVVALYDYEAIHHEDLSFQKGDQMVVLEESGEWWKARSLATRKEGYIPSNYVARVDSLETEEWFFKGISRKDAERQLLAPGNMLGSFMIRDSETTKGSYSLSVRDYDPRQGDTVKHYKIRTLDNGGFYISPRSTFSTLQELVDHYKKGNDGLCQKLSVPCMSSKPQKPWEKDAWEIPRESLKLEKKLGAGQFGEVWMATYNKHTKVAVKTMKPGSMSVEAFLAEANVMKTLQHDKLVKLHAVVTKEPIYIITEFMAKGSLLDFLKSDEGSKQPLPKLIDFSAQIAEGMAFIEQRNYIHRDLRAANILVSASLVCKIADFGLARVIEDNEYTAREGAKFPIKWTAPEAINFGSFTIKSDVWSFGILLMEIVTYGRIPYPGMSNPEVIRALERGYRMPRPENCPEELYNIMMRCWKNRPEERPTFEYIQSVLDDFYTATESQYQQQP
RBBP9 inh: blocks human serine hydrolase RBBP9; AID 1515; inhibition, % at 7.94 µM; 220,000 tested, 0.2% active; recombinant RBBP9, FP-Rh probe fluorescence polarization; O75884;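 active = inhibition above the campaign mean of all tested compounds plus 3 SD, cut at about 14% in these data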;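 note: plate controls were DMSO wells with RBBP9 for no effect and wells lacking RBBP9 protein for full effect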
Target sequence (O75884 whole entry, looked up): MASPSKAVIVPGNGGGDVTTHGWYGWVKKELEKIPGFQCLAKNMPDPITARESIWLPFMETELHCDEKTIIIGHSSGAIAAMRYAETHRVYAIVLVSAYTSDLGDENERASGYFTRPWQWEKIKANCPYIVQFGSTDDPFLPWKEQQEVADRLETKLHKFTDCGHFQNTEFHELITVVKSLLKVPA
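Controls: DMSO-treated enzyme wells and wells lacking RBBP9 | Material: RBBP9 protein | Technique: Fluorescence polarization | Replication: Single well per compound, no replicates | Buffer or medium: Tris-NaCl-Pluronic buffer, pH 8.0 | Timing: 30 min compound preincubation, 45 min probe labeling, 25 °C | Read-out basis: Percent inhibition from mP, scaled between DMSO and no-protein wells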
TNF necrop inh: blocks TNF-alpha induced death of Jurkat FADD-/- cells. Jurkat FADD-/- TNF necroptosis rescue, ATP luminescence, 24 h; 0 = TNF only, 100 = no-TNF cells. activation (protection from cell death), % at 10 µM. 220,000 tested, 0.068% active;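 active = activation, meaning protection from cell death, of at least 50% relative to plate controls; inactive = activation below 50%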;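 note: necroptosis triggered by 40 ng/mL TNF-alpha added together with compound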
PERK inhibitor: inhibitors of human PERK kinase; Q9NZJ5; CHO PERK-DD fusion, SEAP luminescence translation reporter; inhibition, % at 5.6 µM; 220,000 tested, 0.17% active; AID 1416;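 active = inhibition above the mean inhibition of all tested compounds plus 3 SD, set separately per screening campaign, cut at about 2.9% in these data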;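 note: PERK kinase domain activated by AP20187 dimerizer at 100 nM; 0% = DMSO with dimerizer and 100% = rapamycin at 8.4 µM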
Runt-SMMHC FRET: inhibitors of human RUNX1 Runt domain binding to CBFb-SMMHC | Q01196+Q13951 | Cerulean-Runt/Venus-CBFb-SMMHC FRET ratio 530/480, 1 h | inhibition, % at 20 µM | 220,000 tested, 0.74% active;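 active = mean inhibition across duplicate retests at 20 µM reaching about 50%, limit read from the data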;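 note: 0% = DMSO wells and 100% = wells with excess untagged CBFb-SMMHC; inhibitors lower the FRET ratio by blocking Runt binding to CBFb-SMMHC; some results filed as inactive read as strong as hits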
* = called active by the depositor; nt = no result given.

SMILES	Runt-CBFb FRET	zVAD death inh	PGE2 EP2 inh	EP2 modulator	Hck Nef HTS	RBBP9 inh	TNF necrop inh	PERK inhibitor	Runt-SMMHC FRET
O=C(NCc1ccccc1)C1=C[C@@H](c2ccc(Br)cc2)C[C@@H](OCCCCO)O1	0	0.7	9	-23	-17	-5	1.3	-0.4	0
CSc1ccc(C#N)cc1NC(=O)c1ccc(Cl)nc1	0	0.9	4	27	25	-7	0.4	0.9	-6
CCn1c(=N)n(CC(=O)OC)c2ccccc21	-3	0.6	7	10	-1	-8	-0.3	1.4	-2
COc1ccc(NC(=O)Nc2cc(C)ccc2OC)cc1	0	0.6	12	-3	1	0	-0.9	0.7	3
COc1ccccc1NC(=O)NC(=O)N(C(C)C)S(C)(=O)=O	1	0.8	10	-29	3	-5	3.4	0.1	-3
CCC(C(=O)Nc1ncn[nH]1)(C(F)(F)F)C(F)(F)F	-1	0.8	7	12	0	-3	0.3	0.9	1
COCCNC(=O)C(c1ccccc1C)N(C(=O)Cn1nnc2ccccc21)c1cccnc1 (stereo not drawn)	0	-0.1	8	10	5	0	-0.1	-1.0	5
CCc1ccc(NC(=O)CCNS(=O)(=O)c2cccc3nonc23)cc1	-1	1.5	10	-1	-3	5	2.5	0.4	-2
NC(=O)CSc1nnc2ccc(-c3ccco3)nn12	6	-0.5	3	5	-9	-10	0.0	1.3	7
CCCc1cc(=O)[nH]c(N/N=C/C=C\c2ccccc2)n1	2	0.6	10	-24	-18	0	1.5	0.0	0
Cc1noc(-c2ccc(C(F)(F)F)cc2)c1NC(=O)Nc1ccc(Cl)cc1	0	1.0	12	-34	9	1	-1.8	1.6	-2
Cc1cc2ccccc2n1CCNC(=O)Cc1cccc2ccccc12	0	0.3	13	-26	2	-5	2.1	0.2	-12
CCOC(=O)N1CCC(NC(=O)c2cc3c(-c4ccc(OC)c(OC)c4)nn(C)c3s2)CC1	-3	0.0	22	-33	-11	1	-1.3	0.3	2
Cc1ccc(-n2c(SCC(=O)Nc3cccc(C)c3)nc3c(oc4ccccc43)c2=O)cc1	0	1.3	8	35	2	-8	1.7	-0.3	-3
O=C(Nc1ccc(C(F)(F)F)cc1)C1CC(=O)N(c2ccc3c(c2)OCCO3)C1 (stereo not drawn)	0	0.6	20	-29	-2	-5	1.5	0.7	1
N=C1C(c2ccc(Br)cc2)=C(O)C2CCc3ccccc3N12 (stereo not drawn)	1	-0.4	6	-58	1	-2	-3.9	-1.6	2
C=CS(=O)(=O)c1ccc(Oc2ccc(S(=O)(=O)C=C)cc2)cc1	8	nt	72*	-61	21	-9	32	-1.4	7
Cc1nn(C(=O)c2ccco2)c(C)c1CN1C(=O)c2ccccc2C1=O	-1	-0.2	12	0	2	-5	-2.9	0.7	-8
CC1=CC(C)(C)N2C(=O)C3(C(C#N)=C(N)Oc4cc(O)ccc43)c3c(C)c(C)cc1c32 (stereo not drawn)	-1	-0.6	5	20	1	-8	-5.8	0.2	0
COc1ccc(C(=O)ON=C2C=C(C)C(=O)C(C)=C2)cc1	-3	2.8	6	-25	-85	10	-1.9	0.5	0
O=C(COC(=O)CNC(=O)c1ccco1)Nc1ccccc1OC(F)F	2	0.6	2	39	15	-9	-0.1	1.1	-1
COc1ccc(NC(=O)CSc2nnc(-c3ccccn3)n2N)cc1	-1	3.0	12	-47	1	-4	2.2	-0.6	2
CCN1CCN(CC(=O)Nc2cc(F)ccc2C)CC1	-1	-0.6	14	16	0	-6	1.8	-0.5	5
COC(=O)CCCCC1SCC(NC(=O)c2ccccc2)C1=O (stereo not drawn)	1	4.3	10	-38	14	-4	-0.2	0.5	2
Cc1onc(-c2ccccc2)c1C(=O)N/N=C/C(Br)=C/c1ccccc1	2	-0.4	8	-41	0	-9	-6.1	-1.0	1

2 compounds from above, reduced to Runt-CBFb FRET, RBBP9 inh and TNF necrop inh.
smiles	Runt-CBFb FRET	RBBP9 inh	TNF necrop inh
CSc1ccc(C#N)cc1NC(=O)c1ccc(Cl)nc1	0	-7	0.4
CCn1c(=N)n(CC(=O)OC)c2ccccc21	-3	-8	-0.3

By substructure: those above with a cyano group.
SMILES	Runt-CBFb FRET	zVAD death inh	PGE2 EP2 inh	EP2 modulator	Hck Nef HTS	RBBP9 inh	TNF necrop inh	PERK inhibitor	Runt-SMMHC FRET
CSc1ccc(C#N)cc1NC(=O)c1ccc(Cl)nc1	0	0.9	4	27	25	-7	0.4	0.9	-6
CC1=CC(C)(C)N2C(=O)C3(C(C#N)=C(N)Oc4cc(O)ccc43)c3c(C)c(C)cc1c32 (stereo not drawn)	-1	-0.6	5	20	1	-8	-5.8	0.2	0

Next part
SMILES	Runt-CBFb FRET	zVAD death inh	PGE2 EP2 inh	EP2 modulator	Hck Nef HTS	RBBP9 inh	TNF necrop inh	PERK inhibitor	Runt-SMMHC FRET
CN=c1scc(C)n1/N=C/c1ccc(O)cc1O	-2	3.5	15	-7	4	1	-11	-0.4	2
O=C(Nc1ccccc1N1CCOCC1)c1cc2c(s1)CCCCC2	0	31	10	57	30	-3	0.5	0.5	3
CCOC(=O)c1cnn(-c2c(Cc3ccccc3)c(C)nc3c(-c4ccccc4)c(C)nn23)c1N	-3	0.6	3	-16	0	-10	0.3	0.0	1
Cc1ccc(Nc2nc3ccccc3s2)cc1	0	1.5	4	4	5	0	19	0.8	4
CC(O)c1cccc(NC(=O)CCC(=O)O)c1 (stereo not drawn)	-2	-0.1	-3	34	1	-2	-1.6	1.2	1
COc1cccc(N2CCN(Cc3nc4scc(-c5ccccc5)c4c(=O)[nH]3)CC2)c1	2	3.7	7	2	2	-14	-3.7	-0.4	0
Cn1c(N)c(C(=O)CSc2nc3ccccc3c(=O)n2CCCN2CCOCC2)c(=O)n(C)c1=O	1	1.4	5	-9	13	-9	-7.0	-0.1	2
Cc1ccc(C(=O)NCCCNc2ccccc2[N+](=O)[O-])cc1	-4	7.0	8	-37	13	-10	0.0	-0.3	-1
C/C(=N\Nc1nc(C)c(C)s1)c1ccc([N+](=O)[O-])cc1	3	-0.2	2	41	24	-6	-3.6	0.6	-2
Cc1ccc(S(=O)(=O)Nn2c(C)ccc2C)cc1	6	0.6	9	6	13	-5	-1.4	0.8	-3
COC(=O)c1cc(OC)c(OC)c(OC)c1N	3	-1.1	nt	27	-7	2	0.6	0.1	3
COc1cc(-c2cc(C(=O)Nc3c(Cl)cc(Cl)cc3Cl)c3ccccc3n2)cc(OC)c1OC	-2	-0.6	5	0	7	-16	0.1	-0.5	-6
O=C(COC(=O)c1cnccn1)c1ccc(OC(=O)c2ccccc2)cc1	-1	0.2	14	7	1	-8	-0.8	0.1	-5
CCCn1nnc(NC(=O)Cc2ccccc2)n1	1	-0.1	9	2	0	-10	-0.2	0.4	1
Clc1ccc(COn2c(-c3ccc(Cl)cc3Cl)nc3ncccc32)cc1	-4	0.1	5	18	-2	-8	-2.9	-1.4	2
OCCC1CN(Cc2cccc3c2OCO3)CCN1C1CCCC1 (stereo not drawn)	-1	0.6	5	-20	23	-1	1.5	0.3	-2
CCCN(CCC)C(=O)Cn1ccc(=N)c2ccccc21	-1	0.2	14	-25	0	7	-0.1	-0.2	2
COc1cccc(NC(=O)COC(=O)c2ccco2)c1	-4	-0.7	17	33	2	-7	-1.0	1.1	-1
CCOC(=O)COc1cc(-n2c(=S)[nH]c3ccccc3c2=O)c(Cl)cc1Cl	-1	-1.4	6	-43	5	-3	-1.1	-0.4	3
N#CC1=C2SCC(O)(c3ccccc3)N2C(=O)CC1c1cccs1 (stereo not drawn)	0	-0.3	10	-19	8	-7	-9.1	1.2	-1
O=C(OCC(=O)N1CCOCC1)c1ccc[nH]c1=O	-3	0.2	8	13	2	-9	-3.3	0.6	2
O=C(Nn1c(SCc2ccccc2F)nc2ccsc2c1=O)c1ccccc1	-3	-0.5	5	48	-2	-9	-1.1	-1.4	-3
COc1ccc(CC(=O)NCc2nc(-c3ccccc3)no2)cc1	-1	1.1	2	15	-7	-8	-0.6	1.0	2
CC(C)(C)C(=O)N1CCN(c2ccc([N+](=O)[O-])cc2-n2cccc2)CC1	4	-0.3	8	9	14	2	2.3	0.3	2
Cc1ccc(CCNC(=O)CNC(=O)c2cccs2)cc1	-1	-0.1	0	7	18	-13	0.5	-0.7	1

Exported with each value named: part of the list above
structure: O=C(Nc1ccccc1N1CCOCC1)c1cc2c(s1)CCCCC2
  Runt-CBFb FRET = 0
  zVAD death inh = 31
  PGE2 EP2 inh = 10
  EP2 modulator = 57
  Hck Nef HTS = 30
  RBBP9 inh = -3
  TNF necrop inh = 0.5
  PERK inhibitor = 0.5
  Runt-SMMHC FRET = 3
structure: CCOC(=O)c1cnn(-c2c(Cc3ccccc3)c(C)nc3c(-c4ccccc4)c(C)nn23)c1N
  Runt-CBFb FRET = -3
  zVAD death inh = 0.6
  PGE2 EP2 inh = 3
  EP2 modulator = -16
  Hck Nef HTS = 0
  RBBP9 inh = -10
  TNF necrop inh = 0.3
  PERK inhibitor = 0.0
  Runt-SMMHC FRET = 1

(list continues)
SMILES	Runt-CBFb FRET	zVAD death inh	PGE2 EP2 inh	EP2 modulator	Hck Nef HTS	RBBP9 inh	TNF necrop inh	PERK inhibitor	Runt-SMMHC FRET
COC(=O)[C@@H]1C[C@@H]2CC[C@@H](O)C[C@@H]2N1Cc1ccc(OC)cc1	2	0.7	10	2	17	nt	-0.5	nt	2
Cc1nn(S(=O)(=O)N2CCCCC2)c(C)c1Br	-1	1.1	11	16	12	-3	-0.5	1.2	1
COc1ccc(NC(=O)CSc2[nH]c(=O)cc(C)c2C#N)cc1OC	2	-0.3	7	11	0	-5	-0.9	0.7	-1
COc1cc(C(=O)NCc2ccc(C)cc2)ccc1OC(F)F	-1	0.2	12	-62	0	0	-0.4	0.0	1
COC(=O)c1c(NC(=O)Cc2cccs2)sc2c1CCCC2	0	0.8	14	55	3	8	1.8	-0.8	4
COC(=O)c1cc2sccc2n1CC(=O)Nc1cc(OC)cc(OC)c1	-2	0.5	12	-33	4	-3	0.3	-0.1	5
CCOc1ncccc1C(=O)Oc1ccc2c(c1)OCO2	-2	0.0	5	30	0	-7	2.0	1.4	-4
Cc1ccc(-c2c[n+](CC(=O)OCc3ccccc3)c3n2CCC3)cc1	1	1.2	9	11	3	6	1.6	2.0	-3
O=C(CCNC(=O)Cn1ccc2ccccc2c1=O)NCCN1CCN(c2ccccc2F)CC1	nt	-0.3	9	nt	1	-8	-2.0	-0.7	nt
CC(SCc1ccccc1)C(=O)Nc1ccc2c(c1)OCO2 (stereo not drawn)	3	0.1	6	12	2	0	3.3	0.4	2
O=C(NC(=S)N1CCN(c2nc(-c3ccccc3)cs2)CC1)c1cncc(Br)c1	nt	1.0	5	1	12	-8	-0.1	-0.1	nt
CSc1ccc(/C=N/NC(=O)c2cccs2)cc1	-1	0.0	7	-21	19	-7	2.5	-0.7	-1

Screening results as filed in PubChem BioAssay.

This is a subset (hit frequency here may not be typical).
